From PubChem
HCMV inh – human cytomegalovirus inhibition; HFF cells, HCMV-luciferase reporter, 72 h; active compounds read low; activity change, negative = inhibition, % at 57.5 µM; hit rate 4.5% among 410,000; AID 1259415; in the data active means activity change below about -60%; inconclusive means no clear call, values can overlap the other calls; inactive means above about -39%
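After 16 h attachment at 37C, HFF cells received test compound and HCMV-luciferase (1 PFU/cell); reporter luminescence read 72 h later, data normalized against buffer-only and known inhibitor Salinomycin.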
AMA1-RON2 inh – AMA1-RON2 (P. falciparum) interaction inhibition | Potency, µM (series often up to 58.2 µM), inactives show at the highest dose activity change, negative = inhibition, usual class: inhibitors | AID 720542 | hit rate 0.2% among 360,000 | AlphaScreen AMA1-biotinylated RON2 peptide binding; active means well fitted inhibition curve with a large enough effect; inconclusive means small, poorly fitted or top-dose-only effect; inactive means no such curve, though single readings can be large or run the other way;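 further: potency means the concentration at half of the fitted maximal effect; 0% = vehicle wells and -100% = peptide control; nearly all actives have a fitted effect of over 45% in size; some results filed as inactive show a strong effect at the top dose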
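AMA1 (3D7) with his tag at 25 nM final met compounds first, then biotinylated RON2 peptide at 25 nM; detection used donor plus acceptor beads, 10 µg/mL apiece, read by AlphaScreen after 30 min at room temperature.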
Numbers without * were called inactive; ? = inconclusive; [ ] = dose if it differs, or a comment. Unless noted, on the % scale 0 is the no-effect control and ±100 the full control effect. A portion of the library, so the mix of outcomes need not match the whole.

SMILES	HCMV inh	AMA1-RON2 inh
Cc1noc(C)c1NC(=O)N(C)C[C@@H]1Oc2ncc(Br)cc2C(=O)N([C@H](C)CO)C[C@@H]1C	17	0%
COc1ccccc1-c1cnc(C(O)c2ccc(C)cc2C)[nH]1 (stereo unspecified)	-16	-2%
O=C(NCCN1CCC(n2c(=O)[nH]c3ccccc32)CC1)c1ccccc1C(F)(F)F	-12	8%
Cc1ccc(-n2sc3cc(F)ccc3c2=O)c(C)c1	-70*	0%
COc1ccc(N2C(c3ccsc3)=Cc3cc4c(cc3C2c2c[nH]c3ccccc23)OCO4)cc1 (stereo unspecified)	-95*	-8%
CCCCC[C@@H](C)N1C[C@H](COCc2ccccc2)Oc2cc(N3CC[C@H](O)C3)ccc2S1(=O)=O	10	-16%
COc1ccc(CNC(=O)c2sc(=O)n(Cc3ccc(C)cc3)c2C)cc1OC	-7	-24%
Nc1ccc2c(c1)C1(CCC2)NC(=O)NC1=O (stereo unspecified)	-20	18%
O=C(Nc1ccc(NC(=O)c2ccccc2)c2ccccc12)c1ccccc1	-23	-7%
O=C1N(Cc2ccccc2)c2ccc(Br)cc2[C@]12C[C@H](O)CO2	-12	1%
C[C@@H]1CN([C@H](C)CO)C(=O)CCCn2nncc2CO[C@H]1CN(C)C(=O)Nc1ccc(N2CCCCC2)cc1	-3	-10%
O=C1NC[C@@H](CCCCN2C[C@H](Cc3ccccc3)N(Cc3ccccc3)C(=O)C2=O)N(Cc2ccccc2)C1=O	?	2%
CC(O)(c1ccc(F)c(F)c1)c1nc(/C=C/c2ccccc2)cs1 (stereo unspecified)	?	12%
Cc1cccc(C)c1NC(=O)C(c1ccc(-c2ccccc2)cc1)n1c(=O)c(-c2ccco2)nc2ccccc21 (stereo unspecified)	17	7%
Cc1ccc(S(=O)(=O)N2C[C@H]3n4c(=O)ccc(=O)n4C[C@H](OC(=O)NCC4CCCCC4)[C@@]3(O)C2)cc1	-102*	3%
CCOC(=O)N1CCN(C(=O)C[C@@H]2C[C@@]3(C(=O)OCC)CCC=C3N(Cc3ccc4c(c3)OCO4)C2=O)CC1	5	2%
COc1ccc(CC(=O)Nc2nc(OCC(F)(F)F)cnc2-c2ccc(Cl)cc2Cl)cc1	3	2%
Cc1noc(C)c1NC(=O)N(C)C[C@@H]1Oc2cc(Br)ccc2S(=O)(=O)N([C@H](C)CO)C[C@@H]1C	17	0%
CCC(C(=O)NC(C)(C)C)n1c(-c2ccc3c(c2)OCO3)nc2ccccc21 (stereo unspecified)	50	-6%
CC(C)(C)NC1=NCCNC(c2ccccc2)=C1	?	18%
O=C(Nc1cccc(OC(F)(F)F)c1)C1Cc2c(-c3cccc(F)c3)ccnc2O1 (stereo unspecified)	-33	7%
CCc1ccc([C@H]2[C@@H]3C(=O)C[C@@H]4C(=O)N(c5ccccc5)C(=O)[C@@H]4[C@@H]3CN2S(=O)(=O)c2ccc(C)cc2)cc1	4	-12%
CCN1C(=O)[C@H]2[C@@H](c3ccc(OC)cc3)N[C@]3(CCCN(CCC(C)C)C3=O)[C@H]2C1=O	-2	0%
O=S(=O)(NC1CCCC1)c1ccc(F)cc1F	27	-2%
CN(C)CCCNc1nc2cc(-c3ccc(C(=O)N4CCN(C)CC4)cc3)sc2c(=O)n1C	18	7%
CCCCN(C(=O)c1ccccc1Br)C(c1ccc(OC)cc1)c1nc2ccccc2[nH]1 (stereo unspecified)	27	-15%
CN1C(=O)C(c2cn(C)c3ccccc23)(c2cn(C)c3ccccc23)c2cc(F)ccc21	74	?
COc1ccccc1CNC(=O)C1(C)CCN1Cc1ccc(OC(F)(F)F)cc1 (stereo unspecified)	-18	-2%
CCOC(=O)N(C)c1c(CC)nc2c(OCc3ccc(Cl)cc3)cccn12	-89*	-4%
Cc1cccc(C)c1NC(=O)C(c1ccccc1)N(C)CCc1ccccc1 (stereo unspecified)	-1	-9%
CC(C)(C)n1nnnc1C(c1ccccc1OC(F)(F)F)N1CCN(C/C=C/c2ccccc2)CC1 (stereo unspecified)	-13	-19%
CS(=O)(=O)Nc1ccc2c(c1)[C@H]1C[C@H](CC(=O)NCc3cccc(F)c3)O[C@@H](CO)[C@H]1O2	14	4%
COc1ccccc1CN1C(=O)C(Cc2ccccc2)ON=C1c1ncccc1C (stereo unspecified)	-39	0%
O=C(CC[C@H]1O[C@@H](n2ccc(=O)[nH]c2=O)[C@H](O)[C@@H]1O)NCCN1CCOCC1	28	2%
Nc1ccn([C@@H]2O[C@H](CNCc3cccc4c3sc3ccccc34)[C@@H](O)[C@H]2O)c(=O)n1	25	0%
N#CC1C(=O)Nc2cccnc21 (stereo unspecified)	-2	-10%
CCN(c1ccc(OC)cc1)S(=O)(=O)N1CCCC(C(=O)NCc2ccc(OC(C)C)cc2)C1 (stereo unspecified)	-9	2%
COc1cc(F)ccc1-c1csc(C(O)(c2ccccc2)C(F)(F)F)n1 (stereo unspecified)	-17	19%
Cc1cccc(C(O)c2ncc(-c3ccccc3)[nH]2)c1C (stereo unspecified)	-17	-5%
CCc1ccccc1NC(=O)CSc1nc2cc(C(=O)NCC3CCCO3)ccc2c(=O)n1CC1CCCO1 (stereo unspecified)	9	-2%
CN1CCN(C(=O)C2Cc3c(-c4cccc(F)c4)ccnc3O2)CC1 (stereo unspecified)	-8	1%
CCOc1ccc(-c2noc(-c3csc([C@@H]4O[C@H](CO)[C@H](O)[C@H](O)[C@H]4O)n3)n2)cc1	-12	10%
COc1cc(OC)nc(Nc2nc(C(N)CCc3ccccc3)cs2)n1 (stereo unspecified)	33	33%[activator]
C[C@@H]1Cc2[nH][nH]c(=O)c2[C@H](C)O1	5	21%
O=C1NC[C@@H](CCCCN2CCN(Cc3ccccc3)C(=O)C2=O)N(Cc2ccccc2)C1=O	-6	-5%

Full records from above. Order of screens: HCMV inh	AMA1-RON2 inh
`CCc1ccccc1NC(=O)CSc1nc2cc(C(=O)NCC3CCCO3)ccc2c(=O)n1CC1CCCO1` (stereo unspecified) is listed with 9	-2%
`O=C1NC[C@@H](CCCCN2CCN(Cc3ccccc3)C(=O)C2=O)N(Cc2ccccc2)C1=O` is listed with -6	-5%
`O=C(CC[C@H]1O[C@@H](n2ccc(=O)[nH]c2=O)[C@H](O)[C@@H]1O)NCCN1CCOCC1` is listed with 28	2%
`CCN(c1ccc(OC)cc1)S(=O)(=O)N1CCCC(C(=O)NCc2ccc(OC(C)C)cc2)C1` (stereo unspecified) is listed with -9	2%
`CN1CCN(C(=O)C2Cc3c(-c4cccc(F)c4)ccnc3O2)CC1` (stereo unspecified) is listed with -8	1%

Next part.
SMILES	HCMV inh	AMA1-RON2 inh
C(=C\c1ccccc1)/CN1CCN(C(c2nnnn2C2CCCC2)C2CC2)CC1 (stereo unspecified)	?	-3%
COC(=O)C[C@@H]1CC[C@H](NC(=O)Nc2ccc(F)cc2)[C@@H](CO)O1	-6	0%
COc1ccccc1CNc1nc(NCc2ccc(C(C)C)cc2)c2sccc2n1	?	-24%
COc1cccc(C(=O)N2CCC[C@H]2C(=O)N2CCC[C@H]2C(=O)N(C)Cc2ccccc2)c1	-10	5%
CN(C)CCN1CCN(C2CN(Cc3ccc(F)cc3)S(=O)(=O)C2)CC1 (stereo unspecified)	-19	25%
COc1ccc2c(CN3CCCC3)cc(=O)oc2c1	0	0%
Cc1cccc(C)c1-n1nnnc1C(c1cc2ccccc2o1)N1CCC(n2c(=O)[nH]c3ccccc32)CC1 (stereo unspecified)	-67*	-16%
Cc1noc(C)c1-c1ccc(C(=O)NCCN2CCOCC2)c2occc12	65	-3%
O=C(c1[nH]c(C(F)(F)F)nc1-c1ccccc1)N1CCCN(Cc2ccc(F)cc2)CC1	1	1%
CCCNC(=O)C1(C)CCN(C(=O)c2ccc(C)c(F)c2)C1 (stereo unspecified)	4	2%
COC(=O)c1ccc2nc(-c3ccc(C)cc3)c(Cc3cccc(Cl)c3)n2c1	63	-1%
O=C(c1ccco1)N1CCN(C2CN(Cc3cn(Cc4ccccc4C(F)(F)F)nn3)S(=O)(=O)C2)CC1 (stereo unspecified)	-8	-2%
COc1cccc(C(=O)N2CCC[C@H]2C(=O)N2CCC[C@H]2C(=O)NCc2ccncc2)c1	-2	5%
CC(C)NC(=O)C1C(c2ccccc2)=Nc2ccccc2N1C(=O)c1ccc(C(F)(F)F)cc1 (stereo unspecified)	25	6%
Cc1ccccc1CN1C(=O)c2ccccc2C1c1nnnn1-c1ccc2c(c1)OCCO2 (stereo unspecified)	-30	-7%
COc1cc(/C=N/NC(=O)c2ccc3nc[nH]c3c2)cc(OC)c1OC(C)=O	-9	-8%
O=C(COC(=O)c1cnc(Cl)c(Cl)c1)NC1CCCC1	23	19%
CC(=O)Nc1cc(-c2ccoc2)cn2c(-c3ccccc3)cnc12	53	3%
Clc1cccc(Cc2c(C3CCCCC3)nc3ccc(Br)cn23)c1	-5	-7%
CC1(C(=O)Nc2cnc3ccccc3c2)CCN1Cc1ccc2ccccc2c1 (stereo unspecified)	-32	-8%
O[C@@H]1CN(CC2CCCCC2)[C@@H](c2ccccc2)C[C@H]1n1cc(-c2ccc(F)cc2)nn1	-5	-11%
CS(=O)(=O)c1ccc(Nc2nc(C(N)CCc3ccccc3)cs2)cc1 (stereo unspecified)	-7	37%[activator]
Cn1cc([C@]2(O)C(=O)Nc3ccc(F)cc32)c2ccccc21	?	-4%
CC(=O)Nc1cc(-c2ccc(N3CCN(C)CC3)cc2)cn2c(-c3cccc(C(C)=O)c3)cnc12	31	-10%
COc1ccc(C(=O)O)cc1S(=O)(=O)Nc1cc(C(F)(F)F)ccc1N1CCCCC1	-15	0%
O=C1C(=Cc2ccc(Cl)cc2)Cc2ccccc21	16	-1%
CN(Cc1ccccc1)C(=O)[C@@H]1CCCN1C(=O)[C@@H]1CCCN1C(=O)c1cccc2ccccc12	-10	-2%
C[C@@H]1CN([C@@H](C)CO)C(=O)c2cc(-c3ccncc3)cnc2O[C@H]1CN(C)C(=O)c1cccc(F)c1	10	14%
OC(c1ccc(CN2CCCCC2)cc1)c1ncc(-c2ccccc2)[nH]1 (stereo unspecified)	-9	3%
O=C(CCC(=O)OCCOc1ccccc1)OCCOc1ccccc1	-98*	-12%
O=C1CCCCCC(=O)[C@H](O)C[C@H](c2ccccc2)O1	6	-5%
COc1cc(C(=O)NC(CCSC)C(=O)Nc2ccc(N3CCOCC3)cc2)cc(OC)c1OC (stereo unspecified)	60	8%
CCOC1=C2[C@@H](CN(S(=O)(=O)c3ccc(C)cc3)[C@H]2c2cccc3ccccc23)[C@H]2C(=O)N(Cc3ccccc3)C(=O)[C@H]2C1	-19	4%
Cc1cccc(C(=O)Nc2ccc(C(=O)c3ccncc3)cc2)c1	-18	-13%
Cc1cccc(C)c1NC(=O)CNC(=O)c1ccc(N2CCOCC2)c([N+](=O)[O-])c1	25	-3%
CC(C)(C)c1ccc(CC(=O)N2CCC2(C)C(=O)O)cc1 (stereo unspecified)	-8	9%
CCCCC1CC2=C(C(=O)OC(C)(C)O2)C(c2ccc(Cl)cc2)O1 (stereo unspecified)	19	6%
CN1CCN(C(=O)C(=O)c2cn(CC(=O)N3CCCCCC3)c3ccccc23)CC1	-27	-5%
O=C(Nc1ccc2c(c1)OCCO2)C(c1ccncc1)n1c(=O)c(-c2ccco2)nc2ccccc21 (stereo unspecified)	57	-16%
CC(C)(C)NC(=O)C(c1ccnc2ccccc12)n1c(=O)c(-c2ccccc2)nc2ccccc21 (stereo unspecified)	-17	-5%
FC(F)(F)c1ccccc1Cc1c(-c2ccco2)nc2ccc(Cl)cn12	-110*	-10%
C[C@H](CO)N1C[C@H](C)[C@@H](CN(C)S(=O)(=O)c2ccc(-n3cccn3)cc2)OCc2cn(nn2)CCCC1=O	-4	3%
COc1cccc(Cn2cnc(-c3ccccc3OC)c2C2CC2)c1	-9	-19%
C[C@@H]1CN([C@@H](C)CO)C(=O)CCCn2nncc2CO[C@@H]1CN(C)S(C)(=O)=O	29	16%
O=S1(=O)CC(N2CCCC2)CN1C1CCCC1 (stereo unspecified)	-13	0%

Reprinted at random: 6 entries already listed
SMILES	HCMV inh	AMA1-RON2 inh
C[C@H](CO)N1C[C@H](C)[C@@H](CN(C)S(=O)(=O)c2ccc(-n3cccn3)cc2)OCc2cn(nn2)CCCC1=O	-4	3%
CC(C)NC(=O)C1C(c2ccccc2)=Nc2ccccc2N1C(=O)c1ccc(C(F)(F)F)cc1 (stereo unspecified)	25	6%
OC(c1ccc(CN2CCCCC2)cc1)c1ncc(-c2ccccc2)[nH]1 (stereo unspecified)	-9	3%
O=C(NCCN1CCC(n2c(=O)[nH]c3ccccc32)CC1)c1ccccc1C(F)(F)F	-12	8%
COc1ccccc1-c1cnc(C(O)c2ccc(C)cc2C)[nH]1 (stereo unspecified)	-16	-2%
COc1cccc(Cn2cnc(-c3ccccc3OC)c2C2CC2)c1	-9	-19%

Carrying on.
SMILES	HCMV inh	AMA1-RON2 inh
CC(=O)OC[C@@H]1CN(Cc2ccccc2)C[C@H](n2cnc3c(NC(C)C)ncnc32)O1	-9	-4%
C[C@H](CO)N1C[C@H](C)[C@@H](CN(C)C(=O)C2CCCCC2)OCc2cn(nn2)CCCC1=O	-1	13%
O=C([C@H]1O[C@@H](n2ccc(=O)[nH]c2=O)[C@H](O)[C@@H]1O)N1CCN(Cc2ccccn2)CC1	9	52%[activator]
CC(C)C[C@H]1CN([C@@H](Cc2ccccc2)CN2CCC[C@H]2CN2C(=O)C(=O)NC[C@@H]2Cc2ccccc2)C(=O)C(=O)N1CCc1ccccc1	-28	9%
Cc1cncc(N2CCN(c3ccccn3)CC2)n1	-23	-13%
